Screening results (PubChem)
PMI act hi M6P: PMI (human) activation, high substrate. P34949. coupled PMI enzyme assay, resazurin fluorescence, 20 min; active compounds read high; 1 = untreated enzyme, 0 = substrate-free blank. activation factor at 20 µM. 190,000 compounds, 0.34% hits. AID 1216;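 active = activation factor of 2 or more at 20 µM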
Target sequence (P34949 whole entry, looked up): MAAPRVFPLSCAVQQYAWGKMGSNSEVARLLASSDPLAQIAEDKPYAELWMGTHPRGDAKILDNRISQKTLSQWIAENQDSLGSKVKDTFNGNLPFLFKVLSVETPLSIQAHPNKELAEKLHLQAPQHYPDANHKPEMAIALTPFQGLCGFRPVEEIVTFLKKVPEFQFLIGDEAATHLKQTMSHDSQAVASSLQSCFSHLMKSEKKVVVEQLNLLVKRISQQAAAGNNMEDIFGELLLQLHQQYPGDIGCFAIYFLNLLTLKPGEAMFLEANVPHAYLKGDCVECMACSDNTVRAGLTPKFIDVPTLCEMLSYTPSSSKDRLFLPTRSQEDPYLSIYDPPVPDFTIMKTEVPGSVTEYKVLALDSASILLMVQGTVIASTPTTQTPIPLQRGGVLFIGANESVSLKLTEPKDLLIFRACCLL
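test system = human PMI in coupled enzyme assay | medium = HEPES-buffered pH 7.4 with magnesium and detergent | also added = 1.0 mM mannose-6-phosphate substrate with 0.22 mM NADP+ | compound = 20 µM single dose | times = 20 min incubation at room temperature | measured by = resorufin fluorescence (Ex 544/Em 590 nm) from resazurin via diaphorase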
TNAP inh noacc: inhibitors of human TNAP without phosphate acceptor; 200,000 compounds, 0.26% hits; inhibition, % at 20 µM; P05186; AID 1012; purified TNAP, CDP-star luminescence, 30 min;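 active = tissue-nonspecific alkaline phosphatase inhibition above about 50% at 20 µM in the single-dose screen, limit read from the data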;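 note: 0% = DMSO negative control and 100% = EDTA positive control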
Target sequence (P05186 whole entry, looked up): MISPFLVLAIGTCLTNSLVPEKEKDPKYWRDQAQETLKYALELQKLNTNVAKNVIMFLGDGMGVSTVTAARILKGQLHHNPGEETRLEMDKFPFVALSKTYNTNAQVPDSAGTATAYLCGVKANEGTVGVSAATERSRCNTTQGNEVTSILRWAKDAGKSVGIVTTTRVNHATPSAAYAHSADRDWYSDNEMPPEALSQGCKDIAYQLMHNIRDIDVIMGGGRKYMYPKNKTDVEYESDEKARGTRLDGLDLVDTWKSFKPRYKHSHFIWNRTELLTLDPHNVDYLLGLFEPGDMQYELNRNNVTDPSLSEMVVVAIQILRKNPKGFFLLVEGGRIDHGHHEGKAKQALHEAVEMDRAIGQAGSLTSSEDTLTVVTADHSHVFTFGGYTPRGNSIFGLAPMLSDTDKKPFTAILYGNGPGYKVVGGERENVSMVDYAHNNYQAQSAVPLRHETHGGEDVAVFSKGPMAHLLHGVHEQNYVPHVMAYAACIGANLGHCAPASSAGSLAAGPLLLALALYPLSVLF
PMI activator: activators of human phosphomannose isomerase. P34949. AID 1214. activation factor at 20 µM. 190,000 compounds, 0.005% hits. purified human PMI, coupled resazurin fluorescence, 20 min; active compounds read high; 1 = vehicle control, 0 substrate-free wells;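 active = activation factor of 2 or more at 20 µM, relative to plate controls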
Hsp70 activator: Hsp70 transcriptional activation, primary screen | activation, % at 10 µM | HeLa Hsp70 promoter luciferase reporter, luminescence; scaled: vehicle 0, proteasome-inhibitor control 100% | AID 1203 | 200,000 compounds, 0.04% hits;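 active = activation above the mean across all tested compounds plus 3 SD, cutoff set per campaign, cut at about 5.5% in these data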;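 note: 100% = MG132 at 30 µM as the positive control and 0% = DMSO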
L major viab: Leishmania major promastigote growth inhibition. inhibition, % at 10 µM. Leishmania major promastigotes, resazurin fluorescence viability. 200,000 compounds, 9% hits; in the data active = inhibition above about 50%;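 note: promastigotes grown with compound for 44 hours at 28 °C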
TNAP inh hi DEA: TNAP (human) inhibition, high acceptor. P05186. AID 1135. 200,000 compounds, 0.03% hits. purified TNAP, CDP-star luminescence, 1 M DEA. inhibition, % at 20 µM;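 active = over 50% inhibition of tissue-nonspecific alkaline phosphatase at 20 µM in the single-dose screen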;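 note: plate controls were DMSO wells for no effect and EDTA-quenched wells as full inhibition for full effect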
DTT redox prof: compounds producing H2O2 with reducing agent – biochemical, NIH compound library profiling, artefact control for MLSCN library redox annotation, primary screen | DTT-dependent redox cycling H2O2, phenol red/HRP absorbance; 100% = 100 µM peroxide control, 0% = buffer | activation, % at 10 µM | 200,000 compounds, 0.03% hits;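 active = activation of at least 50% relative to the plate's high and low controls in the primary single-dose screen; inactive = activation below 50%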;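 note: compound incubated with DTT at 0.8 mM final as the reducing agent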
RAM network inh: blocks the yeast RAM network; S. cerevisiae dse1pr::URA3 reporter, 5-FOA growth OD615, 2 d; analog-sensitive cbk1-as2 kinase mutant strain; inhibition, % at 50 µM; 190,000 compounds, 1.8% hits; AID 868;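 active = inhibition above a set limit, 3 SD over mean compound inhibition, cut at about 8.4% in these data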;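 note: 0% = DMSO-only wells with no growth and 100% = 10 µM 1-NA-PP1 full growth; inhibition rescues growth on 5-FOA so higher OD means more RAM inhibition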
S1P3 antagonist: blocks the human S1P3 receptor | CHO S1P3 NFAT-BLA reporter, FRET fluorescence, antagonist mode | inhibition, % at 4.98 µM | AID 485 | Q99500 | 170,000 compounds, 0.27% hits;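 active = inhibition above the plate cutoff, the mean inhibition of test wells on that plate plus 3 SD, cut at about 28% in these data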;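 note: cells challenged with S1P at its EC80 of 0.8 µM; blue over green emission ratio from cleaved BLA substrate after 4 h stimulation; 0% = S1P-stimulated wells and 100% = unstimulated DMSO-only wells; some compounds past the cut are filed as inactive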
HMGR II inh: blocks class II HMG-CoA reductase of Enterococcus faecalis; inhibition, % at 10 µM; purified E. faecalis HMGR, NADPH absorbance 340 nm kinetic; 190,000 compounds, 0.41% hits;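 active = inhibition above a set limit, the median over all tested compounds plus 3 SD, cut at about 9.5% in these data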;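 note: enzyme runs in reverse so mevalonate oxidation gives rising NADPH absorbance; 0% = complete reaction with DMSO and 100% = background rate lacking mevalonate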
* marks the source's active call; other numbers are inactive results; . = not tested or not shown.

SMILES	PMI act hi M6P	TNAP inh noacc	PMI activator	Hsp70 activator	L major viab	TNAP inh hi DEA	DTT redox prof	RAM network inh	S1P3 antagonist	HMGR II inh
CSCCC1(C(=O)O)NC(c2ccccc2O)C2C(=O)N(C(C)C)C(=O)C21 (stereo unspecified)	0.9	-11	1	-0.3	-8	-4	-0.7	1.1	-13	0
COc1cccc(Oc2cn[nH]c2-c2ccc(OC)cc2O)c1	1	-32	1	-0.2	32	-8	-0.5	-2.1	-8	-1
COC(=O)c1[nH]c2ccc(C)cc2c1NC(=O)CN1CCN(C(=O)c2ccccc2)CC1	0.9	-7	0.9	-0.2	4	0	3.2	1.3	-48	2
CCOC(=O)c1nnn(-c2nonc2N)c1CS(=O)(=O)c1ccccc1	0.9	-7	0.9	-0.3	-1	-5	0.7	6.0	.	-4
CN(C)c1ccc(-c2n(C)c3ccccc3[n+]2C)cc1	0.9	-8	0.9	-0.1	100*	-2	0.3	0.9	.	-2
COCCn1c(=O)[nH]c2cc(C(=O)NCCN3CCN(c4ccccc4)CC3)ccc2c1=O	1	0	1.1	0.3	1	-4	-0.6	-0.3	.	-9
CCOC(=O)c1c(C)[nH]c(C)c1C(=O)COC(=O)/C=C/c1cccc(C(F)(F)F)c1	0.8	-3	0.9	-0.3	59*	-4	0.0	23*	-19	4
O=C(CN1CCc2ccccc2C1)NCC(=O)Nc1ccc(F)cc1	0.9	-7	1	0.8	4	0	0.1	1.8	5	3
O=C1S/C(=C\C=C\c2ccco2)C(=O)N1c1ccccc1	0.7	-8	0.9	-0.2	45	10	0.6	3.2	-2	-4
CC(C)(C)c1ccc(NC(=O)CNC2CCCc3ccccc32)cc1 (stereo unspecified)	1	-14	1.1	-0.3	2	-4	0.2	0.4	8	0
CCNC(=O)c1ccccc1SCC(=O)Nc1ccc(F)cc1	1.1	1	1.2	0.0	-8	8	-0.1	0.0	-9	-4
CNS(=O)(=O)c1cc(N)ccc1C	1	-1	1	-0.3	-1	7	-0.9	3.0	-16	0
COc1cc(C)ccc1OCCOCCOc1c(C)cc(C)cc1Br	1	-13	1	0.0	-7	-5	0.1	1.8	.	2
Cc1ccc(N2CC(C(=O)Nc3cccc(F)c3)CC2=O)cc1 (stereo unspecified)	1	-15	1	-0.4	-1	-10	-0.5	0.8	9	2
CCc1nc2oc3ccccc3c(=O)c2c(=O)n1Cc1ccc(OC)cc1	1.1	-11	1.1	-0.1	9	-4	0.0	-0.8	-1	-1
CCOc1cc(N2CCOCC2)c(OCC)cc1NC(=O)CN1C(=O)NC(C)(C2CC2)C1=O (stereo unspecified)	0.9	-11	1	0.2	-5	-1	-0.8	1.4	2	0
CC(=O)OC(C(=O)NCCc1ccccc1)c1cccnc1 (stereo unspecified)	1	-13	1	-0.5	-6	-4	1.8	0.1	17	0
Cc1[nH]c(=O)c(C(=O)c2ccccc2O)cc1C(=O)O	1.1	-6	1	0.3	8	-1	-1.6	1.9	-3	-5
Cc1ccc(-c2cc(C(=O)N/N=C/C(Br)=C/c3ccccc3)n[nH]2)o1	0.9	-104	1	0.0	34	-4	-1.4	-0.8	-11	-3
CC(=O)Nc1ccc(Br)cc1C(=O)C(=O)O	0.9	-9	1	-0.4	-9	0	-0.2	-0.9	-15	-8
COc1ccc2c(CC(=O)OCC(=O)Nc3sc4c(c3C#N)CCC(C)C4)coc2c1 (stereo unspecified)	1	-20	0.9	-0.4	-5	0	0.0	6.0	-30	-2
CC(Sc1nnc(NC2CCCCC2)s1)C(=O)Nc1ccc2c(c1)C(=O)c1ccccc1C2=O (stereo unspecified)	1.1	1	1.1	-0.2	66*	2	0.9	3.8	2	-3
O=C(NC12CC3CC(CC(C3)C1)C2)c1ccccc1	1	-6	0.9	-0.3	-6	-4	0.0	1.4	3	-4
CN1CCN(C(=O)C2CC(c3ccc(F)cc3)=NO2)CC1 (stereo unspecified)	1	-16	1	-0.1	-1	-8	-0.6	1.5	.	-3
OC1(C(F)(F)F)CC(O)(C(F)(F)F)n2nc(-c3ccccc3)cc2N1 (stereo unspecified)	0.9	-2	0.9	-0.1	-2	3	-0.8	1.8	4	1
CCc1nc(Nc2ccc3c(c2)OCCO3)c2oc3ccccc3c2n1	0.9	-8	0.8	0.2	25	-8	1.4	7.0	.	2
NC(=O)C1CCN(C(=O)c2ccc(NC3=NC4CS(=O)(=O)CC4S3)cc2)CC1 (stereo unspecified)	1.1	-25	1.1	-0.3	-4	-9	-0.4	3.2	.	3
Cc1cccc2cc(C(c3nnnn3Cc3ccccc3)N3CCN(c4ccccc4)CC3)c(=O)[nH]c12 (stereo unspecified)	0.9	-5	0.7	0.3	51*	-4	-0.6	-0.3	-46	-5
O=C(CSc1nnnn1-c1ccc2c(c1)OCCO2)N1CCc2ccccc21	1.1	-10	1.1	0.0	3	-4	-3.3	1.8	-41	-4
COC(=O)c1c(NS(=O)(=O)c2cccs2)sc2c1CCCC2	1.2	-10	1	-0.1	-4	-2	0.1	2.9	-13	-2

One compound at a time (already shown). Order of screens: PMI act hi M6P, TNAP inh noacc, PMI activator, Hsp70 activator, L major viab, TNAP inh hi DEA, DTT redox prof, RAM network inh, S1P3 antagonist, HMGR II inh
O=C(NC12CC3CC(CC(C3)C1)C2)c1ccccc1 in the list: 1, -6, 0.9, -0.3, -6, -4, 0.0, 1.4, 3, -4
CN1CCN(C(=O)C2CC(c3ccc(F)cc3)=NO2)CC1 (stereo unspecified) in the list: 1, -16, 1, -0.1, -1, -8, -0.6, 1.5, ., -3
O=C(CSc1nnnn1-c1ccc2c(c1)OCCO2)N1CCc2ccccc21 in the list: 1.1, -10, 1.1, 0.0, 3, -4, -3.3, 1.8, -41, -4

More records:
SMILES	PMI act hi M6P	TNAP inh noacc	PMI activator	Hsp70 activator	L major viab	TNAP inh hi DEA	DTT redox prof	RAM network inh	S1P3 antagonist	HMGR II inh
O=C(Nc1ccc(Nc2ccccc2)cc1)C(Cl)Cl	1	-9	1	-0.3	-5	0	-0.2	2.4	11	1
Cn1c(-c2c(N)n(CCc3ccccc3)c3nc4ccccc4nc23)nc2ccccc21	0.9	-24	0.9	-0.2	100*	2	0.1	1.9	.	-2
NC(=O)/C(=C/c1ccc2c(c1)OCO2)NC(=O)c1ccco1	0.9	-9	1	-0.2	-1	-6	-0.1	0.7	3	-1
Cc1cc(C)nc(SCc2nc3ncccn3c2Br)n1	1	-18	1	-0.1	-2	-5	1.7	0.3	.	1
Cc1ccc(O)c(CCc2ccccc2)n1	1.1	-9	1.1	0.3	88*	-6	0.4	-0.5	8	-7
CCOCCn1c(-c2ccc(OC)cc2)nc2ccccc21	1.1	-15	1.1	-0.2	43	-4	-0.9	1.3	-3	-4
COc1cc([N+](=O)[O-])cc2cc(C(=O)N3CCN=C3c3ccccc3)c(=O)oc12	0.9	-6	1	-0.4	-12	29	-0.5	8.9*	10	-1
O=C1Nc2ccc([N+](=O)[O-])cc2OC1CCN1CCN(c2ccccc2)CC1 (stereo unspecified)	1	-3	0.9	0.1	4	0	0.9	0.9	10	-2
Cc1ccc(-c2nnn(CC(=O)N(c3ccc(F)cc3)C(C(=O)NC3CCCC3)c3ccco3)n2)o1 (stereo unspecified)	1	-13	1	-0.3	-7	-4	-0.8	2.7	4	-4
CC1CCN(C(=S)Nc2cccc(S(=O)(=O)N(C)C)c2)CC1	0.9	-4	0.8	-0.1	1	0	-1.9	0.2	12	-1
Cc1cccc(/C(N)=N/OC(=O)c2ccc(F)cc2)c1	1.1	-5	1	-0.1	48	2	-0.5	-1.1	-2	1
O=C(O)c1ccccc1NS(=O)(=O)c1cccc2cccnc12	1	-7	0.9	-0.3	-1	-2	-0.5	1.4	-7	-8
Cc1cc(C)c(C)c(Cn2c(CO)nc3ccccc32)c1C	0.9	-32	0.9	-0.3	23	-8	0.6	1.8	.	2
CC(C)CN1CCNC(=O)C1CC(=O)NCCc1ccc(C(F)(F)F)cc1 (stereo unspecified)	1	4	1	0.1	-1	-6	0.9	-0.2	2	-3
O=C(N/N=C\c1ccc(Cl)cc1)c1sccc1-n1cccc1	1	-11	0.9	-0.3	-2	-3	19	2.9	.	-8
COC(=O)c1ccc(NC(=S)NCCCN2CCCC2=O)cc1	1	-18	1	0.4	1	-7	-1.2	1.8	4	-4
Cc1c(C(=O)Nc2ccc(F)cc2)oc2ccc(S(=O)(=O)N3CC(C)CC(C)C3)cc12 (stereo unspecified)	1	-1	1	-0.6	30	2	0.3	1.1	.	-2
COc1cccc(CN2CCN(C(=O)Nc3ccc([N+](=O)[O-])cc3)CC2)c1	0.9	3	0.9	-0.2	23	5	-0.7	-0.6	-15	-3
CCCn1c(N2CCN(C(=O)N3CCCCC3)CC2)nc2ccccc21	0.5	-10	1	0.9	9	-8	0.4	0.3	3	-2
Cc1ccc(NC(=O)CSc2nnc(C3COc4ccccc4O3)o2)c(Cl)c1 (stereo unspecified)	1	-37	1	-0.3	0	-8	-1.1	2.1	-11	-1
COc1ccc(NC(=O)C2CCCN2C(=O)Oc2ccccc2)cc1 (stereo unspecified)	1	-4	1	-0.2	-5	-6	-0.3	0.4	-10	-9
O=C(NC1CCCCC1)N1CCN(c2ccccc2)CC1	1	-9	1.1	-0.1	-6	-8	2.7	-0.5	.	-3
CS(=O)(=O)NCc1nnc(SCc2c(F)cccc2Cl)o1	1	-6	1	-0.1	-3	-3	1.0	1.9	-7	-3
CNC(=S)NNC(=O)Cc1ccc(OC)c(OC)c1	1.1	8	1.1	-0.5	-8	-5	-3.6	2.2	.	-2
Cn1c(=O)oc2cc(S(=O)(=O)Nc3cccc(C(=O)O)c3)ccc21	1	-9	1	-0.1	-12	-1	0.2	0.3	4	-4
COc1ccc(NC(=S)Nc2cc(-c3ccccc3)[nH]n2)cc1Cl	0.8	-6	0.7	-0.3	-4	3	-4.0	2.5	.	-1
CC(=O)NS(=O)(=O)c1ccc(NC(=O)C2C3C=CC(C3)C2C(=O)O)cc1 (stereo unspecified)	1	-9	1	-0.1	-11	-5	-0.2	1.3	1	-1
COc1ccccc1CNc1nc(-c2cc(C)n(C)c2C)cs1	1.3	1	1.5	-0.3	14	3	-2.1	4.1	4	-2
O=C(COc1ccccc1)Nc1cccc(-c2nc3cc4ccccc4cc3[nH]2)c1	0.9	-7	0.9	0.5	32	-3	2.7	3.3	.	0
CCCNC(=O)C(=O)Nc1ccc(N(C)C)cc1	0.9	-10	1	0.0	-5	-4	1.1	-0.1	.	-1
COc1ccc2c(c1)C(c1cccs1)=NNC(c1ccncc1)=N2	1	-12	0.9	-0.2	14	-6	0.5	1.1	-10	1
CCOc1cccc(-c2csc(C3COc4ccccc4O3)n2)c1 (stereo unspecified)	0.9	-11	0.6	-0.2	-5	3	1.7	15*	-5	0
O=C1C(Cc2ccc(F)cc2)SC(=Nc2ccccc2)N1c1ccccc1 (stereo unspecified)	0.9	-17	0.8	-0.2	41	-4	0.7	0.2	3	-2
